# High-throughput results from PubChem BioAssay.
# D1 potentiator = enhances dopamine response at the human D1 receptor; potentiation, % at 10 µM; HEK293 TREx D1 cells, calcium flux, dopamine EC20 potentiation; 360,000 compounds, 0.036% hits; in the data active = potentiation above about 30%; also: 0% is about no effect
# Target sequence (P21728 whole entry, looked up): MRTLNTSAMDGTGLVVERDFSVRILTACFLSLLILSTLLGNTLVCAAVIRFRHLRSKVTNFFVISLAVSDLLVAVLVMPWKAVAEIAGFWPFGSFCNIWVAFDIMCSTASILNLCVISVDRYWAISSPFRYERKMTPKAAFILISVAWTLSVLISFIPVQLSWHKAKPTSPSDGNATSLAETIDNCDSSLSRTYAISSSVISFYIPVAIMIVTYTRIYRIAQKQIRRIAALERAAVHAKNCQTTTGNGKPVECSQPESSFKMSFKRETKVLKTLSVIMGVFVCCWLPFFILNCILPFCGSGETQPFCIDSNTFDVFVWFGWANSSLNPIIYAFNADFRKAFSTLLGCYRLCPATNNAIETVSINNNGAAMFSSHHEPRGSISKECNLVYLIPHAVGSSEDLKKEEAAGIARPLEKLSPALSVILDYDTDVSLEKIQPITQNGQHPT
# RXFP1 antag = antagonists of human relaxin receptor RXFP1. activity change, negative = inhibition, % at 57.5 µM. Q9HBX9. 350,000 compounds, 0.59% hits. HEK293-RXFP1, relaxin-stimulated cAMP HTRF, 30 min; stronger effect = lower value;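 active = activity change of -60% or lower, but not beyond a set lower limit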; also: % is scaled to controls: 0 for no effect and ±100 for the full control effect
# D1 agonist = activates the human D1 dopamine receptor; P21728; HEK293 T-REx D1 cells, calcium flux, agonist mode; activation, % at 2 µM; 360,000 compounds, 1% hits; also: 0% is about no effect
#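 Agonism was scored from calcium flux recorded over 180 s (1 read/s) after pintool compound addition, following a 10-cycle baseline. Cells were inducible force-coupled HEK293 TREx D1, plated overnight at 30 C and loaded with no-wash calcium dye.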
# D2 antagonist = antagonizes the human D2 dopamine receptor | AID 485344 | P14416 | HEK293 TREx D2 cells, calcium flux, dopamine EC80 | 340,000 compounds, 2% hits | inhibition, % at 10 µM; in the data active = inhibition above about 30%; also: 0% is about no effect
#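 Cells plated overnight at 30 C with tetracycline; no-wash calcium dye, 30–90 min RT; 10 s baseline; compound pinned; 180 s read; EC80 dopamine added; another 180 s read.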
# D2 agonist = agonists of human D2 dopamine receptor | activation, % at 2 µM | 340,000 compounds, 0.53% hits | HEK293 T-REx D2 cells, calcium flux agonist mode | P14416 | AID 485358;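 active = activation over 3 SD above normal in the single-dose calcium agonist read, cut at about 30% in these data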; also: 0% is about no effect
#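 Agonism scored from kinetic calcium signal (1 read/sec, 180 s) following compound pin transfer, after a 10 s baseline. Cells: HEK293 Trex line expressing inducible D2 receptor coupled to calcium, dye-loaded after overnight culture at 30 C.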
# D2 potentiator = positively modulates the human D2 dopamine receptor allosterically; AID 485347; potentiation, % at 10 µM; HEK293 T-REx D2, calcium flux, EC20 dopamine potentiation; 340,000 compounds, 0.34% hits; P14416;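 active = potentiation over 3 SD above the plate norm, cut at about 30% in these data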; also: 0% is about no effect
#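 Potentiation of an EC20 dopamine calcium response measured kinetically over 180 s, after a preceding 180 s compound-only read flagging agonists. Cells: inducible Hek293 Trex D2 line, 4000/well, cultured overnight at 30 C before dye loading.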
# TRHR agonist = TRH receptor (human) agonism; P34981; TRHR cells, calcium flux fluo-8, FDSS agonist mode; activation, % at 2 µM; 360,000 compounds, 0.18% hits; also: 0% is about no effect
# Target sequence (P34981 whole entry, looked up): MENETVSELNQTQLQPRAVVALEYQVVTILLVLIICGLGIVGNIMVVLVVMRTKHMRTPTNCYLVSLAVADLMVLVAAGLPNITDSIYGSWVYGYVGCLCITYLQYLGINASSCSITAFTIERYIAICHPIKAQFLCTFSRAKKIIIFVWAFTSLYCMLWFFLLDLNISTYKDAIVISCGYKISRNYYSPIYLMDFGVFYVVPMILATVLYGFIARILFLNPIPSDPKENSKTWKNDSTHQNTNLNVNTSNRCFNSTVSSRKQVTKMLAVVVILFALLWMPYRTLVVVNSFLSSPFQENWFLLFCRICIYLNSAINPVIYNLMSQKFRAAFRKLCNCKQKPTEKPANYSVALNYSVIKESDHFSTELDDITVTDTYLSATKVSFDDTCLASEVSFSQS
#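 In this calcium-flux screen, cells bearing human TRHR are dye-loaded with fluo-8, baselined for 10 cycles, then exposed to library compounds; positive kinetic calcium responses during the agonist phase mark hits, with TRH as control.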
# D1 antag = human D1 dopamine receptor antagonism; HEK293 TREx D1 cells, calcium flux, dopamine EC80; stronger effect = lower value; activity change, negative = inhibition, % at 10 µM; 360,000 compounds, 3.2% hits; AID 504652; in the data active = activity change below about -30%; also: % is scaled to controls: 0 for no effect and ±100 for the full control effect
#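 Compound effects on dopamine-evoked calcium signalling were measured in tetracycline-induced HEK293 Trex D1 cells. Dopamine at EC80 followed a 180 s compound pre-read, and fluorescence was tracked kinetically for 180 s more.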
# TRHR PAM = allosteric enhancers of human TRH receptor. P34981. TRHR cells, fluo-8 calcium fluorescence, EC20 TRH enhancement. enhancement, % at 2 µM. 360,000 compounds, 0.66% hits. AID 493056; in the data active = enhancement above about 30%; also: 0% is about no effect
#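 TRHR-expressing cells loaded with fluo-8 calcium dye were read kinetically (ex 480/em 530) during compound addition, then stimulated with an EC20 of TRH (10 nM final). Enhancement of the Gq-mediated intracellular calcium response was scored.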
# Numbers without * were called inactive; x = not tested or not shown. Rule as the data show it, unless noted: active = activation above about 30%; inactive = the rest.
SMILES,D1 potentiator,RXFP1 antag,D1 agonist,D2 antagonist,D2 agonist,D2 potentiator,TRHR agonist,D1 antag,TRHR PAM
Cc1ccc2c(c1)C(c1ccc(F)cc1)N(C(=O)c1ccc(S(=O)(=O)N(C)C)cc1)CC(=O)N2 (stereo not drawn),-2,2,3,-5,0.5,16,0.9,-3,0
O=C(O)CCCNC(=O)/C=C/c1ccco1,3,9,2,0,-0.3,15,0.9,-2,-1
CC(C)Oc1ccc(C(=O)Nc2ccc(NC(=O)c3ccco3)c(Cl)c2)cc1,-2,4,3,-7,-0.3,5,0.8,-18,-1
CN1CCN(C(=O)c2cc3c(ccc4ccccc43)oc2=O)CC1,-3,13,0,-15,0.4,3,0.0,-6,-2
CCC1C=C(c2ccccc2)C=CN=C1N(CC)CC (stereo not drawn),-5,-8,5,-9,0.3,0,0.1,14,-2
Cc1ccc(N/C(=C\C(=O)c2ccccc2)C(=O)O)cc1,1,-25,2,0,1.2,15,1.6,-11,8
N#C/C(=C\c1cn(-c2ccccc2)nc1-c1cccnc1)c1nnc2n1CCCCC2,-3,29,0,6,-1.7,-2,-0.6,-4,-1
Cc1cc(C)cc(NC(=O)C2CCN(S(=O)(=O)c3ccc4c(c3)oc(=O)n4C)CC2)c1,-1,x,-1,x,-1.2,x,-1.2,-34*,-3
CC(Oc1ccc(F)cc1)C(=O)Nc1ccccc1C(=O)NC1CC1 (stereo not drawn),-3,0,1,-4,-0.2,-1,0.2,-11,5
COC(=O)c1ccc(NC(=S)NN2CCCCC2c2cccnc2)cc1 (stereo not drawn),-2,-8,5,-8,0.2,9,-0.6,-1,26
COc1ccc(C2CC(c3ccccc3OC(C)=O)=NN2C(C)=O)cc1 (stereo not drawn),-5,-2,3,-12,0.8,4,-0.1,-9,-5
Cc1nc2ccccc2cc1C(=O)NCc1ccco1,-2,-7,3,1,0.8,6,-0.3,-7,7
COc1ccc(Cl)cc1S(=O)(=O)NC(C)C(=O)NCc1cccnc1 (stereo not drawn),x,-1,2,-23,0.4,2,1.0,-6,7
CCOc1ccc(S(=O)(=O)N2CCCCC2)cc1NC(=O)CCc1ccc(OC)cc1,x,-23,6,-10,0.1,6,0.8,14,-9
CCOc1ccc(CCN2C(=O)C(=O)N([C@H](CCCN(C)Cc3ccccc3)CNCc3ccccc3)C[C@@H]2C(C)C)cc1,-7,x,41*,1,-0.1,1,-0.6,-2,14
CCOC(=O)CC1(NC(=O)C2CCC(=O)N(Cc3ccccc3OC)C2)CCCCC1 (stereo not drawn),2,-7,3,-1,-1.0,3,-1.0,1,-3
COc1ccc(-c2csc(N3C(=O)C4C5c6ccccc6C(c6ccccc65)C4C3=O)n2)cc1 (stereo not drawn),2,x,4,1,0.3,-2,0.7,9,-3
CCCN(CCC)CCCNC(=O)CN1C(=O)CSc2ccc(S(=O)(=O)N3CCOCC3)cc21,-9,1,3,-2,-1.4,8,-3.2,-24,2
Cc1ccc(C(=O)CSc2nnc(-c3cccs3)n2C)o1,x,x,4,-17,-0.6,3,0.2,8,10
O=Cc1ccc(-c2ccc([N+](=O)[O-])cc2Cl)o1,3,-20,-5,18,0.4,3,-0.7,16,2
Cc1ccc(S(=O)(=O)N2CCCCC2)cc1NC(=O)Nc1ccc(Cl)cc1Cl,-14,-1,1,-6,-1.1,5,0.8,-8,-3
NC(=O)c1cc([N+](=O)[O-])ccc1NCc1cccc([N+](=O)[O-])c1,1,x,-2,-1,0.1,-11,-0.1,-4,3
O=[N+]([O-])c1cc(S(=O)(=O)c2ccc(N3CCCCC3)c([N+](=O)[O-])c2)ccc1N1CCCCC1,2,-13,1,3,2.4,0,0.2,5,-2
Cc1onc(-c2ccccc2)c1NC(=O)N(CCC#N)Cc1cccs1,-7,1,1,12,0.0,5,-0.1,-12,5
Cc1cc(C(=O)CSc2cccc[n+]2[O-])c(C)n1-c1ccc(Br)cc1,-5,x,3,-17,-0.2,1,-0.5,7,-4
# Next part.
SMILES,D1 potentiator,RXFP1 antag,D1 agonist,D2 antagonist,D2 agonist,D2 potentiator,TRHR agonist,D1 antag,TRHR PAM
COc1ccc(N2CCN(CC(O)COc3ccc(C(C)(C)C)cc3)CC2)cc1 (stereo not drawn),0,1,1,x,8.7,-2,0.5,-13,3
Cc1c(Cc2ccccc2)c(=O)oc2c(C)c(OCC(=O)N[C@@H](Cc3ccccc3)C(=O)O)ccc12,1,x,1,17,-0.6,3,-0.2,-3,-1
CCc1nnc2n1N=C(c1ccc(Cl)cc1)CS2,0,-4,1,-24,0.8,10,0.0,5,4
COc1ccc(NC(=O)CSc2nc3ccccc3c(=O)n2CCCN2CCOCC2)c(OC)c1,-7,-16,4,0,-0.1,-9,-0.7,-33*,4
CCN(CC)CCN(C)c1ccc(N2C(=O)C3CC=CCC3C2=O)cc1[N+](=O)[O-] (stereo not drawn),-4,-3,15,2,-1.8,13,-2.6,14,0
Cc1ccccc1S(=O)(=O)Cc1ccc(C(=O)O)o1,-2,1,4,-4,0.1,9,-0.9,4,18
O=C(CSc1cn(CC(=O)N2CCCCC2)c2ccccc12)NCc1ccc(F)cc1,-3,-10,0,x,-0.3,-1,0.1,2,10
Cc1nnc(SCC(=O)Nc2nccs2)s1,-6,-3,-2,34*,-0.8,10,0.3,6,-1
CCCC(=O)Nc1c(-c2ccc(C)cc2)c(=O)c2ccccc2n1C,-2,0,1,9,-0.7,9,-0.2,7,-15
CCc1ccc(NC(=O)CC2C(=O)N(c3ccccc3)C(=O)N2C(C)C)cc1 (stereo not drawn),-1,11,0,x,0.3,-1,0.1,-1,3
COC(=O)C1=C(c2ccccc2)c2ccccc2S(=O)(=O)N1CC(=O)Nc1cc(C)ccc1C,-1,x,18,x,-0.5,14,0.2,23,-7
Cc1c(C)n(CC(O)CNc2ccccc2)c2ccccc12 (stereo not drawn),2,-1,1,-5,0.4,17,0.5,1,3
CCCC(=O)NNC(=O)Nc1ccccc1,1,6,1,4,0.2,-2,0.1,-6,-4
CCCn1c(SCC(=O)Nc2sc(C)c(C)c2C(=O)OC)nc2c1c(=O)n(C)c(=O)n2C,-2,x,3,-3,0.5,2,-1.1,3,1
CC1CCN(C(=O)c2ccc(S(=O)(=O)NCc3ccco3)cc2)CC1,1,-1,5,4,-2.8,x,0.1,20,-1
COc1ccc(C(CNC(=O)c2ccc(S(=O)(=O)Nc3ccccc3C)cc2)N2CCOCC2)cc1 (stereo not drawn),1,-6,1,11,0.8,13,0.0,-11,-6
CC(N)(C(=O)O)c1cccc(OCc2cccc(Cl)c2)c1 (stereo not drawn),-2,5,2,0,0.8,9,0.4,-24,1
O=C1C(=O)N(CCS(=O)(=O)c2ccccc2)c2ccc(F)cc21,-1,8,1,-33,-1.4,-3,0.6,-6,-2
O=C(O)c1cccc(CN2C(=O)CSC2=O)c1,-3,2,8,0,0.0,-9,0.7,-5,-2
CN(C)c1ccnc2sc(C(N)=O)c(N)c12,0,9,2,5,1.3,-3,1.2,3,23
C=CCn1c(SCC(=O)NCCc2ccccc2)nnc1C1CC1,-5,-6,4,2,-1.6,0,-0.2,-5,13
COc1cc2[nH]c(=S)n(CCCN3CCOCC3)c(=O)c2cc1OC,-6,-68*,1,17,-0.4,-10,0.4,4,-11
CCc1ccc(NCc2cc3cc4c(cc3n(CC(=O)Nc3ccccc3C)c2=O)OCCO4)cc1,-2,x,16,x,1.3,7,2.7,0,-3
CN(C)CCCN(C(=O)c1ccc([N+](=O)[O-])s1)c1nc2cc3c(cc2s1)OCCO3,-3,-6,3,1,0.5,14,-0.6,-21,1
CCc1cc(-c2[nH]ncc2-c2ccc3c(c2)OCO3)c(O)cc1O,3,-9,1,3,-2.4,14,0.9,12,-3
# (continued)
SMILES,D1 potentiator,RXFP1 antag,D1 agonist,D2 antagonist,D2 agonist,D2 potentiator,TRHR agonist,D1 antag,TRHR PAM
CCOC(=O)C1CCCN(C(=O)c2ccc(OCC)cc2)C1 (stereo not drawn),-7,18,2,-7,0.6,8,0.0,-5,-2
N#C/C(=C/c1cccc(C(F)(F)F)c1)c1nc(CCN2C(=O)c3ccccc3C2=O)cs1,-5,-6,0,-3,0.6,17,0.9,-3,-3
Cc1ccc(C)c(NNC(=O)C(=O)NNc2cc(C)ccc2C)c1,0,-3,2,15,0.1,-1,-0.2,-6,-1
O=C1Nc2ccc(F)cc2C12OCCO2,3,-3,2,5,0.4,5,0.6,7,5
Cc1cc(NC(=O)CSc2sc3c(O)cc(=O)[nH]c3c2C#N)ccc1Br,-4,-38,4,21,0.3,-25,0.6,7,-3
COc1ccccc1C(=O)Nc1ccc(Oc2nnc(-c3ccc(C)cc3)c3ccccc23)cc1,-1,10,2,-2,0.9,-2,0.0,10,3
COc1ccc(-c2cnc(N)nc2-c2ccc(OCc3ccccc3)cc2O)cc1,-2,-8,5,-28,0.8,8,0.8,3,3
COc1ccc(NC(=S)N2CCC(c3nc4ccccc4o3)CC2)c(OC)c1,-1,-18,2,-10,-0.3,-1,-2.6,9,-1
CC1(C)CC(=O)C(C=NCCN2CCN(C(=O)c3ccccc3)CC2)=C(O)C1,4,3,2,-9,-1.7,11,0.1,-2,0
Cc1csc2nc(CCNS(=O)(=O)c3ccc(F)cc3)cn12,-4,14,1,x,0.9,7,0.1,21,-4
COc1cc(/C=C2\C=CC(=O)O2)cc(OC)c1,4,-9,3,-11,0.9,11,0.8,-6,2
CC(=O)Nc1ccc(S(=O)(=O)C(C#N)c2nc3ccccc3nc2NCCCO)cc1 (stereo not drawn),0,16,1,x,x,x,0.5,2,0
O=C(CSc1nnc(Cc2cccs2)n1Cc1ccco1)Nc1ccc(Cl)cc1Cl,5,3,4,4,0.7,3,0.2,11,-1
CC(=O)Nc1ccccc1OC(C)C(=O)NC(C)c1ccc(F)cc1 (stereo not drawn),9,0,0,26,1.1,10,0.4,-1,-4
COc1ccc(CCN2C(=NC(=O)CCC(=O)O)SC3CS(=O)(=O)CC32)cc1OC (stereo not drawn),3,22,3,-3,-0.5,10,0.2,-1,0
CCCCOP(=O)(c1ccc(N(C)C)cc1)C(O)c1cc(OC)ccc1OC (stereo not drawn),-6,-9,1,5,-1.3,7,0.1,12,0

# Entries of single compounds, looked up by structure.
# CC(=O)Nc1ccc(S(=O)(=O)C(C#N)c2nc3ccccc3nc2NCCCO)cc1 (stereo not drawn) is listed as D1 potentiator = 0; RXFP1 antag = 16; D1 agonist = 1; D2 antagonist = x; D2 agonist = x; D2 potentiator = x; TRHR agonist = 0.5; D1 antag = 2; TRHR PAM = 0
# O=C1Nc2ccc(F)cc2C12OCCO2 is listed as D1 potentiator = 3; RXFP1 antag = -3; D1 agonist = 2; D2 antagonist = 5; D2 agonist = 0.4; D2 potentiator = 5; TRHR agonist = 0.6; D1 antag = 7; TRHR PAM = 5
# CC(=O)Nc1ccccc1OC(C)C(=O)NC(C)c1ccc(F)cc1 (stereo not drawn) is listed as D1 potentiator = 9; RXFP1 antag = 0; D1 agonist = 0; D2 antagonist = 26; D2 agonist = 1.1; D2 potentiator = 10; TRHR agonist = 0.4; D1 antag = -1; TRHR PAM = -4
